TrxR1 substrate = substrates of rat thioredoxin reductase 1; AID 588456; O89049; purified TrxR1 substrate turnover, NADPH consumption readout; 390,000 compounds, 0.01% hits; Potency, µM (doses to about 114 µM), for the others: at the top dose activity change, negative = substrate turnover; note: % is set by controls: 0 for no effect and ±100 for the full control effect; nearly all actives have a fitted effect of over 50% in size
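Rat TrxR1, dispensed at 90 nM, was prereduced with 400 uM NADPH (final) for 5 min at ~22 deg C, then incubated with compound 15 min before 400 uM selenite. A first-read NADPH fluorescence drop versus no-compound background flagged substrates.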
12-LOX inh = blocks human arachidonate 12S-lipoxygenase | AID 1671190 | purified 12hLO, xylenol orange hydroperoxide absorbance | Potency, µM (highest dose often 108 µM), for inactives: at the highest dose activity change, negative = inhibition, actives largely listed as inhibitors | 580,000 compounds, 1.1% hits | P18054; note: % is set by controls: 0 for no effect and ±100 for the full control effect
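Hydroperoxide product was detected by ferrous iron/xylenol orange as the 573 to 405 nm absorbance ratio. Arachidonic acid at 40 uM (final) was turned over for 30 min at room temperature by 150 nM human 12hLO, pH 7.0 Hepes buffer, after 15 min compound preincubation.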
RXFP1 agonist = agonists of human relaxin receptor RXFP1 | 370,000 compounds, 0.3% hits | HEK293T-RXFP1 cAMP TR-FRET, 30 min; response scale: percent of porcine relaxin response, buffer zero | Q9HBX9 | Potency, µM (doses to about 57.5 µM), without a hit: at the top dose activation, usual class: activators; note: % is set by controls: 0 for no effect and ±100 for the full control effect; nearly all actives have a fitted effect of over 60% in size; many of its hits are not listed in these tables
Target sequence (Q9HBX9 whole entry, looked up): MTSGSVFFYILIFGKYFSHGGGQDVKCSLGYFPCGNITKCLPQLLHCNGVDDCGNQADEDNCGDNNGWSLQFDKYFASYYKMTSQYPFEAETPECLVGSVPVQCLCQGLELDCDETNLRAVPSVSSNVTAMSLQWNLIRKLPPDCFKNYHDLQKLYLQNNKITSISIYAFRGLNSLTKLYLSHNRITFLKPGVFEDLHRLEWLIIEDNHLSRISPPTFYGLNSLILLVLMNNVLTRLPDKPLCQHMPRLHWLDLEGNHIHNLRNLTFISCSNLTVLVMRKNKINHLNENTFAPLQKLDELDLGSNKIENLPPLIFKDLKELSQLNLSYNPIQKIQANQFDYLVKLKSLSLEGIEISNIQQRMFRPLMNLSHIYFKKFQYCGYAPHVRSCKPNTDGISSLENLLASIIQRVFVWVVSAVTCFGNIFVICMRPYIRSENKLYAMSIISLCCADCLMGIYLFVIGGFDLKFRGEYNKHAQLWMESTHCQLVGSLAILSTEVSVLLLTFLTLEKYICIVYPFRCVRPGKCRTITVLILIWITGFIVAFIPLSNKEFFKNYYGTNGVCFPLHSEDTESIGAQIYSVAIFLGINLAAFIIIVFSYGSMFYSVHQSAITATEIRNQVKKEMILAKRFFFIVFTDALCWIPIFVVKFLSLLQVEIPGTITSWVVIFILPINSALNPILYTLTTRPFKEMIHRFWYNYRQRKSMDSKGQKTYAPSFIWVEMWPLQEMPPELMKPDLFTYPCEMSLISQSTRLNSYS
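HEK293T cells stably expressing RXFP1 were pretreated with the PDE4 inhibitor Ro 20174, exposed to compounds for 30 min at 37C, lysed, and cAMP was read by TR-FRET. Data normalized to buffer (basal) and 29 nM porcine relaxin (100%).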
Vif-APOBEC3G blk = blocks the Vif interaction with human APOBEC3G | Q9HC16 | HeLa A3G-eYFP + Vif (tagged APOBEC3G with the HIV-1 protein that degrades it), YFP fluorescence, overnight | Potency, µM (highest dose often 46.1 µM), for the others: top-dose activity, negative = active, most hits filed as inhibitors | 410,000 compounds, 0.076% hits | AID 602310;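 note: % is set by controls: 0 for no effect and ±100 for the full control effect; nearly all actives have a fitted effect of over 60% in size; hits raise eYFP signal because A3G escapes Vif-driven loss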
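Read-out is eYFP fluorescence (Ex 488/Em 500-530) from Vif-expressing HeLa A3G-eYFP cells; more signal means A3G escaped Vif-mediated degradation. Cells plated overnight, compound pinned in, incubated overnight at 37 deg C.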
IDH1 R132H inh = blocks human mutant IDH1 R132H enzyme. IDH1-R132H enzyme, NADPH consumption, diaphorase/resazurin fluorescence. 390,000 compounds, 0.093% hits. O75874. Potency, µM (doses to about 76.6 µM), inactives show top-dose activity change, negative = inhibition, usual class: inhibitors; note: % is set by controls: 0 for no effect and ±100 for the full control effect; nearly all actives have a fitted effect of over 65% in size
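IDH1-R132H (0.5 ug/mL) preincubated 30 min with compound, then NADPH (0.016 mM) and alpha-KG (2 mM) added; 80 min at RT, pH 7.5. Remaining NADPH coupled via diaphorase/resazurin to fluorescence (540/590 nm); concentration-response curves normalized to no-enzyme control.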
rTrxR1 inhibitor = blocks rat thioredoxin reductase 1 | O89049 | recombinant rTrxR1, NADPH fluorescence consumption, selenite substrate | Potency, µM (doses to about 114 µM), for the others: at the top dose activity change, negative = inhibition, hits mostly inhibitors | 390,000 compounds, 1% hits; note: % is set by controls: 0 for no effect and ±100 for the full control effect; nearly all actives have a fitted effect of over 65% in size
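Rat TrxR1 (90 nM in the dispensed reagent) was pre-reduced with 400 uM NADPH for 5 min at room temperature, then incubated with compound for 15 min. After 400 uM selenite was added, NADPH fluorescence (Ex 340/Em 450 nm) was followed for 8 min.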
Vif-APOBEC3F blk = blocks the Vif interaction with APOBEC3F | 390,000 compounds, 0.2% hits | Potency, µM (highest dose often 46.1 µM), without a hit: at the highest dose activity, negative = active | HeLa A3F-eYFP + Vif (tagged APOBEC3F with the HIV-1 protein that degrades it), YFP fluorescence increase | AID 602313; note: % of control where 0% means no effect; nearly all actives have a fitted effect of over 65% in size
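HeLa cells stably expressing Vif plus C-terminally eYFP-tagged A3F were seeded, incubated overnight at 37 deg C, dosed with compound, incubated overnight again at 37 deg C. Yellow fluorescence (Ex 488/Em 500-530) reported blocked Vif-mediated A3F-eYFP degradation.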
RGS4 inh = inhibitors of human regulator of G protein signaling 4. P49798. Transcreener GDP fluorescence polarization, RGS4-accelerated GTP hydrolysis. 390,000 compounds, 0.039% hits. Potency, µM (doses to about 114 µM), without a hit: at the top dose activity change, negative = inhibition, actives largely listed as inhibitors; note: % is set by controls: 0 for no effect and ±100 for the full control effect; nearly all actives have a fitted effect of over 75% in size; some results filed as inactive show a strong effect at the top dose
Target sequence (P49798 whole entry, looked up): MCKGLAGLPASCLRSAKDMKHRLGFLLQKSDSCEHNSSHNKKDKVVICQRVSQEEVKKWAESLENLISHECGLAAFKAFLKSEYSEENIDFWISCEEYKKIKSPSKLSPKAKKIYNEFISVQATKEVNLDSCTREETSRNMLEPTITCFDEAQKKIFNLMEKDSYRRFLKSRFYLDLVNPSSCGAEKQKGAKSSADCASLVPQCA
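MLSMR compounds (23 nl, pin-transferred) preincubated 10 min at room temperature with a 500nM (2x) first reagent, then RGS4 at 900nM (2x) plus Transcreener GDP mix added; fluorescence polarization (620/688 nm) read before and after 90 min at 30 °C.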
USP1 inh = blocks the human USP1/UAF1 deubiquitinase complex; recombinant USP1/UAF1, Ub-Rhodamine cleavage fluorescence; Potency, µM (series often up to 57.1 µM), for inactives: at the top dose activity change, negative = inhibition, most hits filed as inhibitors; 390,000 compounds, 0.23% hits; AID 743255; note: % is set by controls: 0 for no effect and ±100 for the full control effect; nearly all actives have a fitted effect of over 60% in size; inactives centre near -12
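USP1/UAF1 complex at 1 nM was preincubated with compound for 15 min at room temperature, then Ub-Rho substrate (150nM final) was added. Fluorescence (480/540 nm) was read kinetically, 6 reads every 60 seconds.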
Active calls of the source: *; & = joins results of further samples; [ ] = another dose, or the depositor's remark. Calls come from the whole dose curve; as a rule, active = well fitted curve in the direction sought with a large enough effect; inconclusive = small, poorly fitted or top-dose-only effect, or another doubt; inactive = no such curve, though single readings can be large; an effect the other way counts as inactive or inconclusive. Potency is the fitted concentration of half-maximal effect. Not all compounds are listed. The share of hits here may be higher or lower than overall.

For CC(C)CC(=O)N1CCN(S(C)(=O)=O)CC1 the results were TrxR1 substrate -5%, 12-LOX inh 24%, RXFP1 agonist 1.3%, Vif-APOBEC3G blk 6%, IDH1 R132H inh -3%, rTrxR1 inhibitor 8%, Vif-APOBEC3F blk 5%, RGS4 inh 8% and USP1 inh 13%.
COc1ccc2nc(CC(C)(C)CC(=O)O)c[n+]([O-])c2c1 was read as TrxR1 substrate 139%[activator], 12-LOX inh 119%[activator], RXFP1 agonist 2.6%, Vif-APOBEC3G blk 2%, IDH1 R132H inh 7%, rTrxR1 inhibitor -17%, Vif-APOBEC3F blk 0%, RGS4 inh -14% and USP1 inh -18%.
Screening Cc1ccc(NC(=O)Cn2c(=O)n(Cc3nc(C)no3)c(=O)c3cc4c(cc32)OCO4)cc1 returned TrxR1 substrate 12%, 12-LOX inh 2%, RXFP1 agonist 4.1%, Vif-APOBEC3G blk -2%, IDH1 R132H inh -2%, rTrxR1 inhibitor 25%, Vif-APOBEC3F blk 1%, RGS4 inh 8% and USP1 inh 11%.
`Cc1ccc(S(=O)(=O)N(C)C)cc1NC(=O)COC(=O)c1c(-c2ccccc2)noc1C` gave TrxR1 substrate -4%, 12-LOX inh -1%, RXFP1 agonist 0.4%, Vif-APOBEC3G blk 0%, IDH1 R132H inh -1%, rTrxR1 inhibitor 3%, Vif-APOBEC3F blk -12%, RGS4 inh 10% and USP1 inh -7%.
O=C(CN1C(=O)COc2ccccc21)NCCN1CCc2ccccc2C1 was read as TrxR1 substrate 8%, 12-LOX inh 12%, RXFP1 agonist 1.1%, Vif-APOBEC3G blk 2%, IDH1 R132H inh 2%, rTrxR1 inhibitor 28%, Vif-APOBEC3F blk 1%, RGS4 inh 20% and USP1 inh -12%.
Screening Nc1nccc(/C=C/c2c(Cl)cccc2Cl)n1 returned TrxR1 substrate 9%[57.1 µM], 12-LOX inh 0%, RXFP1 agonist -0.1%, Vif-APOBEC3G blk -13%, IDH1 R132H inh 6%, rTrxR1 inhibitor 11%[57.1 µM], Vif-APOBEC3F blk -7%, RGS4 inh -15% and USP1 inh -23%.
For C=CCNC(=O)CN1C(=O)c2cccc3cccc1c23 the results were TrxR1 substrate 11%, 12-LOX inh 10%, RXFP1 agonist 2.1%, Vif-APOBEC3G blk -1%, IDH1 R132H inh 14%, rTrxR1 inhibitor 15%, Vif-APOBEC3F blk 4%, RGS4 inh 4% and USP1 inh -17%.
For O=C(Nc1ccc(Cl)c(C(F)(F)F)c1)[C@@H]1CC=C[C@@H]2CCN(Cc3ccc(Cl)c(Cl)c3)C(=O)[C@@H]21 the results were TrxR1 substrate -2%&1%, 12-LOX inh -9%, Vif-APOBEC3G blk 3%&-5%, IDH1 R132H inh -7%, rTrxR1 inhibitor 15%&26%, Vif-APOBEC3F blk -1%, RGS4 inh 3% and USP1 inh -12%.
Screening CCCC(c1nnnn1Cc1ccco1)N1CCN(C2CCCC2)CC1 (stereo not given) returned TrxR1 substrate 3%, 12-LOX inh inconclusive, RXFP1 agonist -0.8%, Vif-APOBEC3G blk 2%, IDH1 R132H inh 3%, rTrxR1 inhibitor -3%, Vif-APOBEC3F blk -9%, RGS4 inh -16% and USP1 inh -11%.
For CC(=O)Nc1cccc(Oc2ccc(-c3noc(C)n3)cc2)c1 the results were TrxR1 substrate -1%, 12-LOX inh 69%[activator][57.4 µM], RXFP1 agonist -0.6%, Vif-APOBEC3G blk -1%, IDH1 R132H inh 10%, rTrxR1 inhibitor 7%, Vif-APOBEC3F blk 9%, RGS4 inh -52% and USP1 inh -16%.
`COc1cccc(N2CC(C(=O)Nc3nnc(SCc4cccnc4)s3)CC2=O)c1` (stereo not given) gave TrxR1 substrate -2%, 12-LOX inh 2%, RXFP1 agonist -0.7%, Vif-APOBEC3G blk -2%, IDH1 R132H inh 8%, rTrxR1 inhibitor -5%, Vif-APOBEC3F blk -3%, RGS4 inh inconclusive and USP1 inh -8%.
Screening O=C1C2Sc3[nH]c(=O)sc3C(c3ccccc3)C2C(=O)N1c1ccc(Cl)cc1 (stereo not given) returned TrxR1 substrate -18%, 12-LOX inh -10%, RXFP1 agonist -0.7%, Vif-APOBEC3G blk 2%, IDH1 R132H inh -5%, rTrxR1 inhibitor -25%, Vif-APOBEC3F blk 0%, RGS4 inh -33% and USP1 inh -7%.
Screening Cc1ccc(C)c(S(=O)(=O)N2CCN(C(=O)Cn3c(C(F)(F)F)nc4ccccc43)CC2)c1 returned TrxR1 substrate -7%, 12-LOX inh 14%, RXFP1 agonist 0.3%, Vif-APOBEC3G blk 1%, IDH1 R132H inh 11%, rTrxR1 inhibitor -1%, Vif-APOBEC3F blk 1%, RGS4 inh 2% and USP1 inh -11%.
`Cc1c(C)n(C)c2ccc(C(=O)NCCCN3CCCCC3C)cc12` (stereo not given) gave TrxR1 substrate 0%&-2%[57.1 µM], 12-LOX inh -13%&-19%, RXFP1 agonist -2.9%&-1.4%, Vif-APOBEC3G blk 3%&-3%, IDH1 R132H inh 12%&-5%, rTrxR1 inhibitor 11%&-3%[57.1 µM], Vif-APOBEC3F blk 5%&4%, RGS4 inh -16%[56.9 µM] and USP1 inh inconclusive.
Screening COc1cccc(N2CCN(C(=O)c3cnn(C(C)(C)C)c3C3CCN(C(=O)OC(C)(C)C)CC3)CC2)c1 returned TrxR1 substrate 2%, 12-LOX inh -4%, RXFP1 agonist 1.5%, Vif-APOBEC3G blk -3%, IDH1 R132H inh -5%, rTrxR1 inhibitor 21%, Vif-APOBEC3F blk 7%, RGS4 inh -14% and USP1 inh -21%.
Screening CCn1c(CCNC(=O)c2ccc(F)cc2)nc2ccccc21 returned TrxR1 substrate 6%, 12-LOX inh -15%, RXFP1 agonist 0.3%, Vif-APOBEC3G blk 0%, IDH1 R132H inh 1%, rTrxR1 inhibitor 3%[57.1 µM], Vif-APOBEC3F blk 1%, RGS4 inh -27% and USP1 inh -7%.
Cn1c(=O)c2[nH]c(COc3ccc(C(C)(C)C)cc3)nc2n(C)c1=O was read as TrxR1 substrate -5%, RXFP1 agonist -0.2%, Vif-APOBEC3G blk 3%, IDH1 R132H inh -9%, rTrxR1 inhibitor 10%, Vif-APOBEC3F blk -4%, RGS4 inh 7% and USP1 inh -13%.
For CN1CCC(Oc2ccccc2Sc2ccccc2)CC1 the results were TrxR1 substrate -8%, 12-LOX inh inconclusive, RXFP1 agonist 0.9%, Vif-APOBEC3G blk 1%, IDH1 R132H inh 11%, rTrxR1 inhibitor -3%, Vif-APOBEC3F blk 0%, RGS4 inh 9% and USP1 inh -1%.
For Cc1c(C(=O)Nc2cc(F)cc(F)c2)cnn1-c1ccccc1 the results were TrxR1 substrate 1%, 12-LOX inh 0%, RXFP1 agonist -1.3%, Vif-APOBEC3G blk 1%, IDH1 R132H inh 3%, rTrxR1 inhibitor 15%, Vif-APOBEC3F blk 2%, RGS4 inh -18% and USP1 inh -7%.
Screening CC(C)(C)OC(=O)N1CCC(C(=O)Nc2cccc(C(=O)NCCCc3ccccc3)c2)CC1 returned TrxR1 substrate -8%, 12-LOX inh -1%, Vif-APOBEC3G blk 2%, IDH1 R132H inh -8%, rTrxR1 inhibitor 5%, Vif-APOBEC3F blk -4%, RGS4 inh 0% and USP1 inh inconclusive.
For Cc1ccc[n+](C(C)C(=O)Nc2ccc(C)c([N+](=O)[O-])c2)c1 (stereo not given) the results were TrxR1 substrate 1%, 12-LOX inh 0%, RXFP1 agonist 0.4%, Vif-APOBEC3G blk 0%, IDH1 R132H inh -8%, rTrxR1 inhibitor 10%, Vif-APOBEC3F blk -5%, RGS4 inh -6% and USP1 inh -16%.
`Cc1cc(-c2onc(C)c2C(N)=O)no1` gave TrxR1 substrate 5%[57.1 µM], 12-LOX inh 3%, RXFP1 agonist -0.4%, Vif-APOBEC3G blk -3%, IDH1 R132H inh 6%, rTrxR1 inhibitor 18%[57.1 µM], Vif-APOBEC3F blk -8%, RGS4 inh 17% and USP1 inh -2%.
Screening O=C(COc1ccc(Cl)cc1Br)Nc1cccc(S(=O)(=O)N2CCCC2)c1 returned TrxR1 substrate 7%, 12-LOX inh 219%[activator], RXFP1 agonist 3.4%, Vif-APOBEC3G blk -6%, IDH1 R132H inh 3%, rTrxR1 inhibitor 9%, Vif-APOBEC3F blk -12%, RGS4 inh -16% and USP1 inh -20%.
Screening CCOC(=O)c1c(S(=O)(=O)N2CCC(C(=O)Nc3cccc(C)n3)CC2)c(C)n(C)c1C returned TrxR1 substrate 4%[57.1 µM], 12-LOX inh -20%, RXFP1 agonist 0.1%, Vif-APOBEC3G blk -3%, IDH1 R132H inh -5%, rTrxR1 inhibitor 16%[57.1 µM], Vif-APOBEC3F blk 0%, RGS4 inh -1% and USP1 inh -12%.
